dFosB activator – activators of mouse delta FosB homodimer. 340,000 tested, 0.99% active. activation, % at 25 µM. purified delta FosB, TAMRA-CDK5 oligo fluorescence polarization; percent of positive-control signal above neutral wells. P13346;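 active = mean activation above about 17%, with every replicate also reaching it, limit read from the data, passing the limit was not always enough; inconclusive = only one of the two conditions met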;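 note: fluorescence polarization rise as delta FosB binds a TAMRA Cdk5 AP-1 oligo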
Target sequence (P13346 whole entry, looked up): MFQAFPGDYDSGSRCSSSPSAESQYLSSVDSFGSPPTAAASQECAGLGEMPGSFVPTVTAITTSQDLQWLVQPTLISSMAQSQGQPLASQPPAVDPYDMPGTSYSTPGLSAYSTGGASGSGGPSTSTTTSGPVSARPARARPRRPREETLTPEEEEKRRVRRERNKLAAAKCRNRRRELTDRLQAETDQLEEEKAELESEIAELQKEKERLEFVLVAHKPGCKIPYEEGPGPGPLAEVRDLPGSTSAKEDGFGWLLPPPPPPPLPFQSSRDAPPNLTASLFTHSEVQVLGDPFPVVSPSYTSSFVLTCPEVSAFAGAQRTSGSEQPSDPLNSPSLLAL
Rtt109 HAT inh – inhibitors of Candida albicans Rtt109/Vps75 histone acetyltransferase. inhibition, % at 34.9 µM. purified Rtt109/Vps75, ThioGlo CoA-SH fluorescence, 4 h. 330,000 tested, 0.16% active. AID 540336;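 active = inhibition of at least 50% in every replicate; inconclusive = best replicate reaches 50% inhibition but some replicates fall short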
Target sequence (Q5AAJ8 whole entry, looked up): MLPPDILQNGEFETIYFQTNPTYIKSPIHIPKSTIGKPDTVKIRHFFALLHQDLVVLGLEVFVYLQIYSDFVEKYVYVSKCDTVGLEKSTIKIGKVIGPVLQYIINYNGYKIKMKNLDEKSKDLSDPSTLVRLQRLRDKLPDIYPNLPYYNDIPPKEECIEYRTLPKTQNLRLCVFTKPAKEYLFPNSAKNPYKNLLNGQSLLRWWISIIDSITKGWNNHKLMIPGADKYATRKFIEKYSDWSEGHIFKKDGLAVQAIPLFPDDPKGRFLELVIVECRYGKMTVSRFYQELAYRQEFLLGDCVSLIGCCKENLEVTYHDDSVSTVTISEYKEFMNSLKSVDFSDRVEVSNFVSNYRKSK
CAL PDZ FP-1 – CAL PDZ (human) peptide binding inhibition; AID 602252; 300,000 tested, 0.92% active; Q9HD26; purified CAL PDZ, TMR-peptide fluorescence polarization, 1 h; inhibition, % at 24.9 µM;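 active = mean inhibition of at least 30% with at least half of replicates also reaching 30%; inconclusive = no clear call, values can overlap the other calls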;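 note: 0% = DMSO neutral control and 100% = excess unlabeled competitor peptide PRC23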
PfHsp90 set2 – inhibits growth of yeast expressing Plasmodium falciparum Hsp90; AID 504621; S. cerevisiae expressing PfHsp90, BacTiter-Glo ATP, 48 h; yeast lacking PDR1 and PDR3 efflux regulators; 310,000 tested, 0.32% active; inhibition, % at 9.4 µM;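 active = every replicate shows inhibition above about 80%, whatever the replicate mean, limit read from the data; inconclusive = mean inhibition reaches the set limit but some replicate falls short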;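 note: 0% = DMSO neutral controls and 100% = 20 µM radicicol positive controls; yeast relying on Plasmodium falciparum Hsp90 in place of its own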
PvdQ inh – P. aeruginosa PvdQ acylase inhibition; purified PvdQ acylase, fluorescence plate reader; inhibition, % at 10 µM; 340,000 tested, 0.063% active; in the data active = inhibition above about 30%, passing the limit was not always enough; inconclusive = no clear call, values can overlap the other calls;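 note: 0% = vehicle neutral wells and 100% = reference inhibitor wells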
MITF act – activators of MITF-driven TRPM1 promoter activity in SK-MEL-5 cells; SK-MEL-5 TRPM1-promoter luciferase, 24 h; % of positive control, neutral wells = 0; activation, % at 12.5 µM; 300,000 tested, 0.75% active; AID 588334;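 active = mean activation of at least 80% with every replicate also reaching 80%; inconclusive = mean reaches 80% but some replicate falls short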;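 note: 0% = neutral control wells and 100% = parthenolide positive control wells; values of inactives mirror those of a sister screen read the other way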
SR-BI uptake up – enhances SR-BI lipid uptake from DiI-HDL; CHO ldlA[mSR-BI] cells, DiI-HDL uptake fluorescence, 3 h; 100 = double the neutral-control signal; activation, % at 12.5 µM; 320,000 tested, 0.096% active;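 active = mean replicate activation of at least 60% and every replicate at or above 60%; inconclusive = mean or all-replicate condition met, but not both; inactive = mean below 60% and not all replicates reaching 60%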;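 note: 0% = median plate neutral-control signal and 100% = twice that signal; values of inactives mirror those of a sister screen read the other way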
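Assay system: LDL receptor-deficient CHO ldlA cells overexpressing murine SR-BI / Medium: BSA-supplemented, HEPES-buffered Ham's F12, pH 7.4 / Probe or stimulus: DiI-labelled HDL at 10 µg/mL final / Timing: compound with DiI-HDL co-incubation, 3 h at 37 °C / Technique: bottom-read cell fluorescence after medium removal, ex 550/em 595 nm / Measure: HDL uptake via cellular fluorescence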
NSD2 HMT inh – NSD2 (human) methyltransferase inhibition; NSD2 peptide methylation, AlphaScreen, 120 min; inhibition, % at 12.5 µM; 310,000 tested, 0.54% active; O96028; in the data active = inhibition above about 50%
SR-BI HDL uptake – mouse SR-BI HDL lipid transfer inhibition; Q61009; 320,000 tested, 0.96% active; inhibition, % at 12.5 µM; ldlA[mSR-BI] CHO cells, DiI-HDL uptake fluorescence, 3 h;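 active = mean replicate inhibition of at least 70% and a set share of replicates each scoring 70 or more; inconclusive = meets just one of the two criteria; inactive = fails both criteria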;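 note: 0% = median of neutral control wells and 100% = median of positive control wells; values of inactives mirror those of a sister screen read the other way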
CAL PDZ FP-2 – inhibitors of human CAL PDZ peptide binding | inhibition, % at 20 µM | purified CAL PDZ, TMR-peptide fluorescence polarization, 1 h | 330,000 tested, 0.02% active | AID 504414;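 active = highest replicate inhibition of at least 40%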;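 note: plate controls were DMSO neutral control wells for no effect and unlabeled competitor peptide control wells for full effect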
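Material – purified CerCALP PDZ construct · Detection – FP readout, S and P plane fluorescence · Measure – percent inhibition from loss of millipolarization · Controls – unlabelled peptide for full inhibition, DMSO wells as neutral · Probe or stimulus – TMR-labelled reporter peptide T*-PRC34 bound in PDZ groove · Times – 1 h at RT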
* hit, by the source's call; ? = inconclusive; / = no result given. An unsorted share of the library; about 4.3% have a hit in one of these screens.

SMILES	dFosB activator	Rtt109 HAT inh	CAL PDZ FP-1	PfHsp90 set2	PvdQ inh	MITF act	SR-BI uptake up	NSD2 HMT inh	SR-BI HDL uptake	CAL PDZ FP-2
CC1=Nc2cc(C(=O)NCCN3CCOCC3)ccc2Sc2c(C)ccc(C)c21	-5	3	-4	-9	-14	-29	2	3	-2	-3.4
Cc1ccccc1N=C1NC(=O)CC(c2ccccc2)S1 (configuration not stated)	-10	9	-2	-8	-20	-4	8	0	-8	-1.8
CCn1c(=N)n(CC(=O)c2ccco2)c2ccccc21	-6	1	-1	13	14	/	0	3	0	-0.4
CCCc1cc(=O)[nH]c2nnc(SCC(=O)NC3CCCC3)n12	-4	-1	/	6	-14	1	45	-3	-45	0.0
O=C(c1cnc2ccc3ccccc3c2c1)c1cc(F)ccc1O	-6	-3	-8	66	-13	-9	/	-2	/	-3.2
CCn1cc(C(=O)N2CCN(Cc3ccc4c(c3)OCO4)CC2)c2cc(OC)c(OC)cc2c1=O	-10	2	-6	/	-9	/	1	-7	-1	-3.6
Cc1oc(-c2cccs2)[n+]([O-])c1C	0	2	-3	46	7	4	-2	-1	2	0.1
Cc1cccc(NC(=O)CNC(=O)C23CC4CC(CC(Cl)(C4)C2)C3)n1	-10	15	-3	5	1	8	4	-1	-4	-2.5
CSc1ccc(CN(C)Cc2nc3ccccc3c(=O)[nH]2)cc1	-2	0	-6	1	0	-1	/	4	/	0.5
COc1cc2c(cc1OC)C(COc1ccc3c(C)cc(=O)oc3c1)N(C(=O)c1ccco1)CC2 (configuration not stated)	?	-14	-3	-46	-17	/	-11	0	11	-2.6
CC(=O)c1ccc(N2CCN(C(=O)/C=C/c3cccs3)CC2)cc1	0	-7	-5	6	1	-2	-17	-2	17	-2.4
c1ccc(CNc2cnccn2)cc1	5	-7	/	-17	-15	-2	33	-3	-33	-0.3
COc1cccc(-c2nc(CS(=O)(=O)CC(=O)NCc3ccccc3OC)c(C)o2)c1	-1	-5	-3	-15	-2	7	9	/	-9	-1.4
CC(C)(CNCC(O)c1ccccc1)N1CCOCC1 (configuration not stated)	1	12	-6	-7	13	/	19	3	-19	-1.4
CCc1ccc(C(=O)NNC(=O)c2cccc(N3C(=O)CCC3=O)c2)cc1	-1	-1	/	15	-5	-7	18	0	-18	0.1
Cc1cccc(N(CC(=O)NCC2CCCO2)C(=O)CNS(=O)(=O)c2ccc(Cl)cc2)c1 (configuration not stated)	-13	-3	0	-12	-1	-3	-6	12	6	-1.7
CCOC(=O)N1CCN(S(=O)(=O)c2ccc(C(=O)Nc3sc4c(c3C(=O)OC)CCN(C)C4)cc2)CC1	3	-111	/	15	-5	-36	-9	1	9	-4.4
O=C(O)C1C2C=CC(O2)C1C(=O)NCc1ccc2c(c1)OCO2 (configuration not stated)	3	-1	/	/	-7	/	15	-6	-15	-1.5
COc1ccc(-c2c(C#N)c(N)nc3c2CCC3)cc1	-5	-9	5	-9	-2	0	-25	-1	25	0.5
O=C(O)CC(NC(=O)C1c2ccccc2Oc2ccccc21)c1ccc(OC2CCCC2)cc1 (configuration not stated)	-3	7	-8	10	4	-10	12	2	-12	-1.0
COc1cc(NC(=O)COc2cccc(OC)c2)cc(OC)c1	-8	3	-1	-33	-4	-1	-25	-1	25	-2.8
COc1ccc(O)c(C2=Nc3ccccc3N=C(c3cccs3)C2)c1	-2	3	-4	7	9	-7	13	0	-13	0.0
O=C(c1ccccc1Cl)N1CCNCC1	-10	3	1	-2	-16	-2	8	0	-8	-0.4
Cc1cccc(C)c1NC(=S)NCc1ccncc1	-4	-10	-7	-3	-9	1	18	4	-18	0.4
CC(=O)Nc1ccccc1-c1ccc(C)o1	2	2	-2	5	-13	2	5	-2	-5	-1.2

Part of the list above, comma-delimited.
molecule,dFosB activator,Rtt109 HAT inh,CAL PDZ FP-1,PfHsp90 set2,PvdQ inh,MITF act,SR-BI uptake up,NSD2 HMT inh,SR-BI HDL uptake,CAL PDZ FP-2
Cc1oc(-c2cccs2)[n+]([O-])c1C,0,2,-3,46,7,4,-2,-1,2,0.1
Cc1cccc(NC(=O)CNC(=O)C23CC4CC(CC(Cl)(C4)C2)C3)n1,-10,15,-3,5,1,8,4,-1,-4,-2.5

Following part:
SMILES	dFosB activator	Rtt109 HAT inh	CAL PDZ FP-1	PfHsp90 set2	PvdQ inh	MITF act	SR-BI uptake up	NSD2 HMT inh	SR-BI HDL uptake	CAL PDZ FP-2
CCOC(=O)CN1C(=O)NC2(CCCc3ccccc32)C1=O (configuration not stated)	4	11	-1	3	-2	6	/	0	/	-2.7
O=C(N/N=C/c1cccnc1)c1cc2ccccc2o1	-18	/	1	9	10	6	29	2	-29	-1.7
O=c1[nH]c2nc(Br)[nH]c(=O)c2[nH]1	0	6	4	/	3	9	9	-5	-9	0.9
COc1ccc(C(=O)Nc2ncccc2C)cc1S(=O)(=O)N1CCOCC1	4	-5	-2	/	-17	1	23	1	-23	-1.4
CSc1ccccc1NC(=O)COC(=O)/C=C/c1ccco1	-2	-1	-7	-2	8	4	-4	-1	4	-0.5
CCOC(=O)C1=C(C)NC(C)=C(C(=O)OCC)C1C(=O)O	5	7	1	/	-14	-5	-11	-2	11	0.0
Cc1ccc2c(C)c(C(=O)Nc3nnc(C)s3)oc2c1	-2	-2	-1	11	0	-3	10	-3	-10	0.4
O=[N+]([O-])c1ccccc1OCCOc1ccccc1[N+](=O)[O-]	23*	-1	-3	-9	10	/	16	2	-16	0.0
Cc1cc(NC(=O)CCC(=O)N(CC(=O)NCC2CCCO2)c2ccc3c(c2)OCCO3)no1 (configuration not stated)	3	/	-17	6	1	/	-1	-6	1	-2.5
Cc1ccc(NS(=O)(=O)c2cc(C(=O)N3CCc4ccccc4C3)ccc2Cl)cc1	-6	9	-2	4	-8	0	0	0	0	-0.9
O=C1CC(C(=O)O)C(c2ccccc2)c2ccccc21 (configuration not stated)	0	-4	-3	-6	4	-5	-2	-2	2	0.8
COc1ccc(-c2nc(CN3CCCCC3CCc3ccccn3)c(C)o2)cc1 (configuration not stated)	-4	-5	-6	4	-8	7	-20	-2	20	-1.1
CCN(CC)S(=O)(=O)c1cc(C(=O)NC2CCCCC2)ccc1C	-9	-8	-5	24	-9	54	-17	2	17	/
Clc1ccc(-n2ncc3c(NCc4cccnc4)ncnc32)cc1Cl	-2	-14	/	-1	-2	10	5	46	-5	-1.1
CCOC(=O)N1CCN(C(=O)CSCC(=O)N=c2sc3ccccc3n2C)CC1	0	-7	-3	6	7	-11	1	/	-1	0.2
Cc1ccc(Nc2nc(-c3ccccc3)c(CC(=O)O)s2)cc1	-11	/	3	-21	-1	50	-1	-8	1	0.1
O=C(CCCN1C(=O)c2ccccc2C1=O)NCC1CCCO1 (configuration not stated)	3	2	/	/	-3	-1	0	-1	0	-0.8
CCC(=O)c1ccc(OCC(=O)N(CC)CC(=O)Nc2ccccc2OC)cc1	2	-2	-4	9	-6	/	-27	7	27	0.2
COc1cccc(-c2cc(C(=O)Nc3cc(OC)c(OC)c(OC)c3)no2)c1	8	15	/	-10	3	-11	-55	0	55	-2.2
O=C(CSc1cccc[n+]1[O-])N1CCc2ccccc21	-5	-1	-2	5	-7	-10	8	0	-8	-0.1
Cc1nc(C)c(C(=O)Nc2nc3c(C)cccc3s2)o1	-30	7	-5	-4	-10	-14	-21	9	21	/
C[C@H](CO)N1C[C@H](C)[C@@H](CN(C)S(=O)(=O)c2ccccc2)Oc2c(NC(=O)c3ccncc3)cccc2C1=O	-2	1	-8	-22	-9	-2	10	/	-10	-1.8
O=C(O)c1ccc(NCc2ccc3c(c2)OCO3)cc1	-4	2	-2	6	-6	2	24	0	-24	-1.1
CCNC(=S)N/N=C/c1cccc(OCc2c(F)cccc2Cl)c1	-13	-6	11	-3	8	4	-35	-2	35	-0.6
Cc1ccc(OCC(=O)Nc2nc(C)c(Cl)cc2Cl)c([N+](=O)[O-])n1	-1	4	-6	-3	-6	14	9	0	-9	0.6
Cc1cc(Cl)ccc1OCCCC(=O)NCCCn1ccnc1	-15	-6	/	-7	-13	-11	12	0	-12	-1.5
COc1ccc(N2CC(C(=O)N[C@@H](C)C(=O)N3CCCCC3)CC2=O)cc1 (some centres not stated)	-8	-6	-2	16	-8	5	-12	/	12	-0.4
C[C@]12CC[C@H](O)CC1=CCC1C2CC[C@@]2(C)C1CC[C@@H]2NC(=O)[C@@H](N)CO (some centres not stated)	-11	0	-4	17	-8	13	-9	4	9	-1.1
O=C(O)CCCC(=O)Nc1cccc(C(F)(F)F)c1	-3	-1	-5	-10	-17	-6	27	-1	-27	-1.1
O=[N+]([O-])c1cccc(COc2ccccc2CN2CCCCC2)c1	-3	-2	-1	26	-7	13	-3	/	3	-0.4

Compounds listed so far with four or more nitrogen atoms, in the order listed:
SMILES	dFosB activator	Rtt109 HAT inh	CAL PDZ FP-1	PfHsp90 set2	PvdQ inh	MITF act	SR-BI uptake up	NSD2 HMT inh	SR-BI HDL uptake	CAL PDZ FP-2
CCCc1cc(=O)[nH]c2nnc(SCC(=O)NC3CCCC3)n12	-4	-1	/	6	-14	1	45	-3	-45	0.0
CCOC(=O)N1CCN(S(=O)(=O)c2ccc(C(=O)Nc3sc4c(c3C(=O)OC)CCN(C)C4)cc2)CC1	3	-111	/	15	-5	-36	-9	1	9	-4.4
O=c1[nH]c2nc(Br)[nH]c(=O)c2[nH]1	0	6	4	/	3	9	9	-5	-9	0.9
Cc1cc(NC(=O)CCC(=O)N(CC(=O)NCC2CCCO2)c2ccc3c(c2)OCCO3)no1 (configuration not stated)	3	/	-17	6	1	/	-1	-6	1	-2.5
Clc1ccc(-n2ncc3c(NCc4cccnc4)ncnc32)cc1Cl	-2	-14	/	-1	-2	10	5	46	-5	-1.1
CCOC(=O)N1CCN(C(=O)CSCC(=O)N=c2sc3ccccc3n2C)CC1	0	-7	-3	6	7	-11	1	/	-1	0.2
C[C@H](CO)N1C[C@H](C)[C@@H](CN(C)S(=O)(=O)c2ccccc2)Oc2c(NC(=O)c3ccncc3)cccc2C1=O	-2	1	-8	-22	-9	-2	10	/	-10	-1.8
Cc1ccc(OCC(=O)Nc2nc(C)c(Cl)cc2Cl)c([N+](=O)[O-])n1	-1	4	-6	-3	-6	14	9	0	-9	0.6

High-throughput results as filed in PubChem BioAssay.
